Screens: PubChem, several laboratories
Myeloid diff 2: myeloid differentiation induction | 1% of 360,000 active | ER-HoxA9 myeloid progenitors, lysozyme-GFP differentiation, flow cytometry | calls only at 10 µM | AID 624256;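 active = normalized GFP-positive differentiation at or above the plate's own cutoff, the solvent-only control mean plus 3 SD; inconclusive = no clear call, values can overlap the other calls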;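 note: cells exposed to compound for four days before flow analysis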
P. falciparum M1AAP: malaria alanyl aminopeptidase activity blockers – biochemical, fluorogenic H-Leu-NHMec substrate, 1536-well (AID 1445) | recombinant M1AAP, H-Leu-NHMec fluorogenic kinetic assay; higher % means a stronger effect | one-dose inhibition, % at 30 µM; IC50 in µM for titrated hits | 0.42% of 220,000 active;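 active = primary inhibition above the hit cutoff, then over 50% inhibition at one or more dose response concentrations, cut at about 23% in these data, passing the limit was not always enough; inconclusive = conflicting primary data, or primary hits not chosen for dose response; inactive = low primary inhibition, or under 50% at every dose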;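 note: plate controls were DMSO full reaction for no effect and no enzyme background for full effect; strong numbers were not always called active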
LYP phosphatase: inhibitors of LYP phosphatase, biochemical, fluorescence intensity, uHTS (AID 1779); recombinant LYP phosphatase, fluorescence intensity; higher % means a stronger effect; 0.054% of 290,000 active; one-dose inhibition, % at 11.5 µM; IC50 in µM for titrated hits;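 note: plate controls were vehicle with enzyme for no effect and no enzyme for full effect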
human PMI inhibitors: MPI inhibition at elevated mannose 6-phosphate – biochemical, fluorescence intensity, high mannose 6-phosphate, primary screen (AID 1220); recombinant PMI enzyme, coupled fluorescence intensity; higher % means a stronger effect; inhibition, % at 20 µM; hits with a dose series show IC50 in µM; 0.66% of 190,000 active
XIAP displacement: XIAP antagonists, biochemical, IAP family, fluorescence polarization (AID 1018) | 0.007% of 200,000 active | displacement, % at 20 µM, or IC50 in µM where a hit was titrated | XIAP BIR domain, fluorescence polarization peptide displacement; higher % means a stronger effect; in the data active = displacement above about 50%; note: a part of the inactive calls stands beside numbers as strong as those of hits
M17LAP inhibition: P. falciparum M17LAP inhibitors, primary screen, biochemical, fluorogenic H-Leu-NHMec substrate, 1536-well (AID 1619). recombinant M17LAP, H-Leu-NHMec fluorogenic kinetic assay; higher % means a stronger effect. one-dose inhibition, % at 30 µM; IC50 in µM for titrated hits. 0.38% of 220,000 active;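 active = compound inhibiting the enzyme by more than half at any dose during confirmatory dose-response retesting; inconclusive = strong single-dose inhibitors picked by rank but not retested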;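 note: plate controls were full reaction with DMSO carrier for no effect and no enzyme background for full effect; strong numbers were not always called active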
ER stress rescue: rescue of cells from ER stress-induced death, primary screen, 384-well, CSM14.1, thapsigargin, ATP luminescence (AID 1222). CSM14.1 thapsigargin-induced death rescue, ATP luminescence; higher % means a stronger effect. cellular ATP content (survival), % at 20 µM, or EC50 in µM where a hit was titrated. 190,000 tested, under 10 active;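 active = EC50 below 50 µM in the dose-response confirmation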;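 note: death triggered by thapsigargin at about 15 µM added after 2 h compound pretreatment; cell ATP read after overnight thapsigargin exposure of roughly 18 to 22 hours; normalized against plate controls of thapsigargin alone and 5% DMSO vehicle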
TNAP activation fold: human TNAP enzyme activators, primary screen, biochemical, luminescent, no phosphate acceptor, uHTS (AID 1001) | purified TNAP, luminescent activation assay, no phosphate acceptor; higher activation fold means a stronger effect | activation fold at 20 µM, or EC50 in µM where a hit was titrated | 0.03% of 200,000 active; in the data active = activation fold from about 3, or a potency from the dose series; inactive = the rest, 99 in 100 with activation fold below about 1.6; note: many of its hits are not listed in these tables
human PMI inhibition: inhibitors of human PMI, primary screen, biochemical, fluorescence intensity, coupled assay (AID 1209) | purified PMI enzyme, coupled fluorescence intensity; higher % means a stronger effect | inhibition, % at 20 µM, or IC50 in µM where a hit was titrated | 0.42% of 190,000 active;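 note: plate controls were DMSO vehicle for no effect and wells lacking substrate for full effect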
Myeloid diff 2 GFP+ MAC1+ %: further read-out of Myeloid diff 2, marked with its call; GFP+ MAC1+ double positive, %; measured here: differentiation confirmed by MAC1 staining
* hit, by the source's call; i = inactive; ? = inconclusive; · = not tested or not shown. Cut-off read from the data, not from the text of the source, unless noted: active = inhibition above about 50%; inactive = the rest.

Each structure is followed by: Myeloid diff 2	human PMI inhibitors	human PMI inhibition	XIAP displacement	Myeloid diff 2 GFP+ MAC1+ %	M17LAP inhibition	TNAP activation fold	P. falciparum M1AAP	ER stress rescue	LYP phosphatase
1) CC(C)N(C(=O)COC(=O)c1cccc(C(=O)OCC(=O)N(C(C)C)C(C)C)n1)C(C)C
  i	-6%	-14%	-5.4%	0.4	-4%	1.5	-4%	-1.0%	-7%
2) O=C1C(=Cc2cccn2-c2ccc(O)cc2)C(=O)c2ccccc21
  ·	6%	2%	-2.0%	·	-3%	0.8	3%	4.7%	-2%
3) CC(/C=C/c1ccc2c(c1)OCO2)=N\NC(=O)c1ccccc1
  i	6%	6%	-22%	0.1	-3%	1	-1%	-1.1%	2%
4) COC(=O)c1c(NC(=O)c2ccc(Br)o2)sc(C)c1C
  i	13%	10%	-11%	6.6	-1%	1.1	6%	-1.9%	1%
5) CCOC(=O)c1ccc(NC(=O)c2nc[nH]c2C(=O)NCCCCCNC(=O)OC(C)(C)C)cc1
  i	·	·	·	1.1	-1%	·	-1%	·	14%
6) Cc1cccc(OCCCN2C(=O)C(=O)c3cc(C)ccc32)c1
  ?	·	·	-3.7%	·	13%	1	3%	-1.6%	2%
7) Cc1nnc(SCc2nnc(-c3cccs3)o2)n1C1CCCCC1
  i	-3%	-3%	-5.0%	0.1	3%	1.2	2%	-0.2%	-2%
8) CC(=O)Nc1ccc(/C=N/Nc2ccc(C(=O)c3c(C)cc4ccccn34)cc2[N+](=O)[O-])cc1
  i	·	·	·	0.7	-2%	·	3%	·	-8%
9) Cn1c(=O)c(=O)n(C)c2cc(S(=O)(=O)N3CC(=O)N(CCc4ccccc4)C(=O)C3)ccc21
  i	·	·	·	0.3	0%	·	-8%	·	-7%
10) O=C(O)CCC(=O)OCC1CCCCC1
  i	2%	9%	-3.9%	2.3	7%	1.1	-6%	-1.7%	-8%
11) CCS(=O)(=O)N1CCCC(C(=O)NCCCN(C)Cc2ccccc2)C1 (stereo not drawn)
  i	12%	12%	-2.7%	0.3	3%	1.1	1%	·	0%
12) COc1ccc(CN2CC(C(=O)NCCCN3CCN(Cc4ccccc4)CC3)CC2=O)cc1 (stereo not drawn)
  i	-14%	-3%	-3.8%	1.0	6%	1.1	7%	19%	1%
13) COc1cccc(C2c3[nH]c4ccccc4c3CCN2Cc2ncc[nH]2)c1 (stereo not drawn)
  i	0%	2%	-2.3%	0.3	0%	1.1	7%	4.9%	-8%
14) C=CCN(Cc1cccc(OC)c1OC)S(=O)(=O)N(C)C
  i	1%	6%	-5.3%	0.9	-32%	1	14%	0.9%	-4%
15) Cc1nnc(Sc2nc3c(c(=O)n(C)c(=O)n3C)n2Cc2ccc(Cl)cc2)s1
  i	8%	11%	-1.5%	0.4	-16%	1.1	5%	-2.8%	-6%
16) CCN(CC)c1ccc(/C=N/NC(=O)CNC(=O)c2ccccn2)cc1
  i	-9%	-2%	-7.5%	0.9	3%	1.1	15%	-0.4%	0%
17) CCCCC(=O)N=c1sc2cc(S(C)(=O)=O)ccc2n1C
  i	-4%	4%	-1.9%	0.4	11%	1	7%	-4.5%	4%
18) CCn1c(SCc2nc(-c3ccc(Cl)cc3)no2)nnc1-c1ccco1
  i	4%	7%	-4.6%	1.8	3%	1.1	15%	-2.6%	0%
19) COc1ccc([N+](=O)[O-])cc1NC(=O)c1ccccc1N(C)S(C)(=O)=O
  i	-13%	-23%	-4.9%	0.6	2%	1.1	3%	-5.6%	-3%
20) Cc1ccc(NC(=O)CSc2nnc(-c3cnccn3)n2Cc2ccco2)cc1
  i	-3%	7%	-3.2%	1.7	-1%	1.1	13%	3.4%	-10%
21) O=C(NC1CCCCC1)C(=S)NCc1ccccc1
  i	5%	11%	-2.8%	0.9	-3%	2.5	-3%	1.8%	-4%
22) N#Cc1cc2c(nc1SCC(O)CS(=O)(=O)Cc1ccccc1)CCCC2 (stereo not drawn)
  i	-13%	-3%	-3.9%	8.9	23%	1	-1%	-0.2%	-5%
23) COC(=O)c1c(O)cc(C(C)(C)C)n(-c2ccccc2)c1=O
  i	1%	-3%	0.5%	0.6	-3%	1.1	-2%	-0.1%	2%
24) NC(=O)N/N=C/CCc1ccccc1
  i	·	·	·	0.7	-3%	·	-1%	·	-11%
25) CNC(=S)Nc1ccc(Cc2ccncc2)cc1
  i	·	·	·	0.3	1%	·	-2%	·	-8%
26) CC(=O)Nc1ccc(S(=O)(=O)NC(CC(=O)O)c2ccc(OC(C)C)cc2)cc1 (stereo not drawn)
  i	0%	7%	-1.8%	0.4	-2%	1.1	3%	3.2%	-4%
27) Cc1ccc(CN(C(=O)c2csnn2)C(C(=O)NC2CCCC2)c2ccc(C)o2)cc1 (stereo not drawn)
  i	-1%	-7%	-5.2%	0.3	1%	1	4%	-0.6%	2%
28) COc1ccc(Nc2nc(N)nc(CSCCO)n2)cc1
  i	-8%	2%	-8.5%	0.5	14%	1.2	4%	-0.7%	0%
29) CCOc1ccc(N=Cc2c(O)cc(C)oc2=O)cc1
  i	7%	7%	-3.3%	2.3	10%	1.1	16%	-1.4%	-1%
30) CCOC(=O)c1cc2c(=O)n3ccccc3nc2n(Cc2ccccc2Cl)c1=N
  ·	2%	2%	0.7%	·	·	1	·	-1.3%	-20%
31) CCn1c(SCC(=O)NCc2ccccc2)nc2c(c1=O)SC(C)C2 (stereo not drawn)
  i	2%	4%	-5.2%	1.7	10%	1.1	8%	-2.4%	-1%
32) COc1ccc(NC(=O)c2ccc(Br)o2)c([N+](=O)[O-])c1
  i	6%	-6%	-4.7%	0.7	-4%	1.1	-4%	2.2%	-3%
33) Fc1ccc(C[n+]2csc3ccccc32)cc1
  i	-72%	-23%	0.4%	3.4	-4%	0.9	2%	-1.2%	6%
34) COc1ccccc1NC(=O)CSc1nnnn1-c1ccc2c(c1)OCO2
  i	6%	14%	-5.0%	4.0	1%	1.1	4%	·	3%
35) COc1ccc(C2CC(=O)OC3=C2C(=O)CC(C)(C)C3)c(OC)c1 (stereo not drawn)
  i	3%	-13%	-3.8%	0.1	15%	1.1	6%	·	-2%
36) CCC(Sc1ncccc1C(=O)Oc1cccc([N+](=O)[O-])c1)C(=O)Nc1ccccc1OC (stereo not drawn)
  i	11%	20%	-7.5%	0.3	46%	1	5%	0.4%	5%
37) COc1ccc(OC)c(NS(=O)(=O)c2ccc(Cl)nc2)c1
  i	8%	-1%	-8.8%	0.3	15%	1	3%	1.9%	-3%
38) Cc1ccc(C)c(C(=O)CCC(=O)O)c1
  i	·	·	·	0.3	3%	·	8%	·	-4%
39) N#Cc1cc2sc3nc4ccccc4n3c2cc1C#N
  ·	-5%	6%	-5.2%	·	6%	1	-2%	1.7%	-4%
40) CCC(CO)N=CC1=C(O)CC(C)(C)CC1=O (stereo not drawn)
  i	1%	-4%	-5.9%	0.7	12%	1.1	8%	0.5%	-7%
41) CCS(=O)(=O)N1CCCC(C(=O)NCc2cccnc2)C1 (stereo not drawn)
  i	-3%	-6%	-2.0%	0.4	-5%	1.1	1%	2.5%	-12%
42) CCOC(=O)c1c(C)n(C)c2cc(CN(C)C)c(O)c(S(=O)(=O)c3ccccc3)c12
  i	3%	-22%	0.9%	0.2	19%	1.1	2%	1.6%	-5%
43) O=C(NC1(C(F)(F)F)NC(=O)N(Cc2cccnc2)C1=O)c1ccccc1Cl (stereo not drawn)
  i	1%	4%	-2.3%	1.2	17%	1.1	-3%	-1.4%	-7%
44) c1csc(-c2nc(CN3CCSCC3)cs2)c1
  i	·	·	·	0.2	11%	·	-1%	·	-2%
45) Cc1ccc(OC(=O)CCC(=O)N2CCc3ccccc32)cc1
  i	-6%	-6%	-7.0%	1.3	8%	1.1	5%	0.6%	2%
46) Cc1ccc(C(=O)Nc2ccc(N3CCCC3)cc2)c(C)c1
  i	28%	20%	-16%	0.3	2%	1	4%	-1.0%	0%
47) COc1ccccc1-n1c(SCC(=O)NCc2ccc3c(c2)OCO3)nc2cc([N+](=O)[O-])ccc21
  i	·	60%*	1.3%	0.4	13%	1	18%	-2.9%	2%
48) CCCCNC(=O)CSc1nc2cc3c(cc2c(=O)n1Cc1ccco1)OCO3
  i	6%	1%	-3.1%	0.5	-5%	1.2	-3%	1.2%	0%
49) CC1(C(=O)NC2CCCC2)CCC(=O)N1CCC1=CCCCC1 (stereo not drawn)
  i	-6%	-8%	-3.3%	0.8	-10%	1	2%	1.1%	-8%
50) CCOc1cc(NC(=O)c2ccccn2)c(OCC)cc1NC(=O)c1ccc(OC)cc1
  i	30%	15%	-1.2%	0.3	-5%	1.1	1%	3.5%	-3%
51) CCCCCCNC(=O)CCNC(=O)c1cc(OC)c(OC)c(OC)c1
  i	10%	4%	-2.9%	1.5	6%	1.1	1%	-1.1%	0%
52) CC(N=c1ccccn1C(=O)Nc1cccc(C(F)(F)F)c1)c1ccco1 (stereo not drawn)
  i	5%	11%	-1.5%	0.6	-1%	1.1	3%	-0.3%	-5%
53) Cc1nc([N+](=O)[O-])cn1CC(O)c1ccccc1 (stereo not drawn)
  i	·	·	·	0.3	5%	·	9%	·	-4%
54) CSC1=NCCN1C(=O)c1cccs1
  i	13%	8%	-12%	1.9	3%	1.1	-1%	0.0%	-3%
55) COc1cc(NC(=O)c2ccc(Br)o2)c(C(=O)O)cc1OC
  i	4%	7%	-0.2%	1.7	24%	1.1	4%	-2.2%	0%
56) O=C(CS(=O)(=O)c1cn(Cc2cccc(F)c2)c2ccccc12)N1CCOCC1
  i	4%	5%	-3.7%	0.5	5%	1.1	3%	-0.4%	-6%
57) c1ccc(-c2nc(-c3cccnc3)n[nH]2)cc1
  ·	-2%	8%	-20%	·	0%	0.8	0%	-2.8%	-3%
58) CCOC(=O)c1ccc(NC(=S)NCCc2ccccc2)cc1
  ·	7%	9%	-6.6%	·	2%	1.1	-3%	0.0%	-3%
